Screening results from PubChem.
RXFP1 ag – agonists of human relaxin receptor RXFP1 | HEK293T-RXFP1 cAMP TR-FRET, 30 min; response scale: percent of porcine relaxin response, buffer zero | Potency, µM (series often up to 57.5 µM), for inactives: at the highest dose activation, usual class: activators | hit rate 0.3% among 370,000 | AID 2676; also: potency is read from the fitted curve at half-maximal effect; % is scaled to controls: 0 for no effect and ±100 for the full control effect; nearly all actives have a fitted effect of over 60% in size; many of its hits are not listed in these tables
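HEK293 cells stably expressing RXFP1, treated 30 min at 37C with compounds plus PDE4 inhibitor Ro 20174; cAMP measured by HTRF TR-FRET. Normalized to buffer and 29 nM porcine relaxin; EC50 by Hill fit.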
D1 PAM – enhances dopamine response at the human D1 receptor | P21728 | HEK293 TREx D1 cells, calcium flux, dopamine EC20 potentiation | potentiation, % at 10 µM | hit rate 0.036% among 360,000; in the data active = potentiation above about 30%; also: 0% is about no effect
Target sequence (P21728 whole entry, looked up): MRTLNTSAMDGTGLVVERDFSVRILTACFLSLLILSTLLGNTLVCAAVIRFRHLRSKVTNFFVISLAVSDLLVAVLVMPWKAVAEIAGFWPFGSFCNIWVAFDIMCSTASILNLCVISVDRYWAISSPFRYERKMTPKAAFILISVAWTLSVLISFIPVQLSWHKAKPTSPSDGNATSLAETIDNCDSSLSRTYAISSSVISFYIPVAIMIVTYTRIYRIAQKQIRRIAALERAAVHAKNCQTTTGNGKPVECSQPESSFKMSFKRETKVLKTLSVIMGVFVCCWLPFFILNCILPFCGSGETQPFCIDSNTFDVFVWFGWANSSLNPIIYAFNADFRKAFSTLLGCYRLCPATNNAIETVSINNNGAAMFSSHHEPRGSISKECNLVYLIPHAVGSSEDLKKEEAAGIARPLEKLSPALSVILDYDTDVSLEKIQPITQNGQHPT
LDHA inh – inhibitors of human lactate dehydrogenase A; P00338; purified LDHA, NADH/diaphorase-resazurin fluorescence; stronger effect = lower value; activity change, % (values are at about 110 or 230 µM); hit rate 0.15% among 480,000; AID 1347041; in the data active = activity change below about -30%; inconclusive = mostly about -25% to -30%;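 also: plate controls were DMSO wells for no effect and wells without enzyme for full effect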
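Enzyme activity of human lactate dehydrogenase 5 (2 nM; 0.06 mM NADH, 0.2 mM pyruvate, 5 min, RT) is measured via a resazurin/diaphorase fluorescence readout of residual NADH.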
Vif-A3F inh – blocks the Vif interaction with APOBEC3F. HeLa A3F-eYFP + Vif (tagged APOBEC3F with the HIV-1 protein that degrades it), YFP fluorescence increase. Potency, µM (highest dose often 46.1 µM), without a hit: at the top dose activity, negative = active. hit rate 0.2% among 390,000. AID 602313; also: potency is read from the fitted curve at half-maximal effect; % of control where 0% means no effect; nearly all actives have a fitted effect of over 65% in size
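Fluorescence increase (Ex 488/Em 500-530) after overnight compound treatment at 37 deg C flags inhibition of Vif-driven A3F-eYFP loss in stable HeLa A3F-eYFP/Vif cells seeded overnight beforehand.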
Glioma ERSR ind – inducers of ER stress response in human glioma cells | Potency, µM, inactives show at the top dose activation, usual class: activators | U87-MG GRP78 promoter luciferase reporter, 16 h | hit rate 0.02% among 420,000 | AID 602332; also: potency is read from the fitted curve at half-maximal effect; series mostly up to about 76 µM; % of control where 0% means no effect; nearly all actives have a fitted effect of over 35% in size
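ERSR induction read as luciferase luminescence (Bright-Glo, 10 min at room temperature) in stably transfected human U87-MG glioma cells exposed to compounds for 16 h, using GRP78 as sensor.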
D2 PAM – D2 dopamine receptor (human) potentiation | potentiation, % at 10 µM | HEK293 T-REx D2, calcium flux, EC20 dopamine potentiation | hit rate 0.34% among 340,000;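 active = potentiation over 3 SD above the plate norm, cut at about 30% in these data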; also: 0% is about no effect
Target sequence (P14416 whole entry, looked up): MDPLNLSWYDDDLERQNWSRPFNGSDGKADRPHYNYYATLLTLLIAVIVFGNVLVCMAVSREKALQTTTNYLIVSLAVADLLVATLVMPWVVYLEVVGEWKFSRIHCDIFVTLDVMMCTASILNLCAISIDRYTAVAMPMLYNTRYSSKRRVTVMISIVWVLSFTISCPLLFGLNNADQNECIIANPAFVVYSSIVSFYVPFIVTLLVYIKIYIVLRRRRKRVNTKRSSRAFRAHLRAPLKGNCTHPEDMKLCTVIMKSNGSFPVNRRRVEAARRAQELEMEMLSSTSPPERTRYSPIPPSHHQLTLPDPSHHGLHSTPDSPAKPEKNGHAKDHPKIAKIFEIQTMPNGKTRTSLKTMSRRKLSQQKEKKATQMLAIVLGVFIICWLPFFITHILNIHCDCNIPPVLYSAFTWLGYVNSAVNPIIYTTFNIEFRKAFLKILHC
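Tetracycline-induced Hek293 Trex D2 cells, force-coupled to calcium, loaded with no-wash calcium dye. Compound added with 180 s kinetic read for agonism, then EC20 dopamine and a further 180 s read for potentiation.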
D1 antag – human D1 dopamine receptor antagonism. P21728. HEK293 TREx D1 cells, calcium flux, dopamine EC80; stronger effect = lower value. activity change, negative = inhibition, % at 10 µM. hit rate 3.2% among 360,000. AID 504652; in the data active = activity change below about -30%; also: % is scaled to controls: 0 for no effect and ±100 for the full control effect
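Calcium flux readout: force-coupled, inducible Hek293 Trex D1 line, cells induced overnight at 30 C with tetracycline, dye-loaded 30–90 min at RT. Antagonism scored against EC80 dopamine challenge given 180 s after compound.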
D1 ag – human D1 receptor agonism; P21728; HEK293 T-REx D1 cells, calcium flux, agonist mode; activation, % at 2 µM; hit rate 1% among 360,000; AID 504660; in the data active = activation above about 30%; also: 0% is about no effect
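Inducible HEK293 T-REx D1 cells, force-coupled to calcium signalling, were plated at 4000 cells/well with tetracycline and held overnight at 30 C. After no-wash calcium dye loading, compound-evoked calcium rise over 180 s flagged agonists.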
Vif-A3G inh – Vif-A3G binding inhibition; Q9HC16; Potency, µM (titrated, usually from 46.1 µM), for inactives: top-dose activity, negative = active, hits mostly inhibitors; AID 602310; hit rate 0.076% among 410,000; HeLa A3G-eYFP + Vif (tagged APOBEC3G with the HIV-1 protein that degrades it), YFP fluorescence, overnight;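 also: potency is read from the fitted curve at half-maximal effect; % is scaled to controls: 0 for no effect and ±100 for the full control effect; nearly all actives have a fitted effect of over 60% in size; hits raise eYFP signal because A3G escapes Vif-driven loss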
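Read-out is eYFP fluorescence (Ex 488/Em 500-530) from Vif-expressing HeLa A3G-eYFP cells; more signal means A3G escaped Vif-mediated degradation. Cells plated overnight, compound pinned in, incubated overnight at 37 deg C.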
* hit, by the source's call; & = joins results of further samples. Unless noted, calls follow the shape of the dose curve; as a rule, active = well fitted curve in the direction sought with a large enough effect; inconclusive = small, poorly fitted or top-dose-only effect, or another doubt; inactive = no such curve, though single readings can be large; an effect the other way counts as inactive or inconclusive.

CCS(=O)(=O)Nc1cccc(C2=NN(C(C)=O)C(c3cccs3)C2)c1 (centres undefined) was read as RXFP1 ag 1.9%, D1 PAM -3, LDHA inh -11, Vif-A3F inh 7%, Glioma ERSR ind 1%, D2 PAM -1, D1 antag -47*, D1 ag 3 and Vif-A3G inh 1%.
`CCOc1ccc(CNS(=O)(=O)c2cc(-c3cc(C)no3)ccc2OC)cc1OC` gave RXFP1 ag -0.1%, D1 PAM 0, LDHA inh -4, Vif-A3F inh 4%, Glioma ERSR ind -8%, D2 PAM 7, D1 antag 5, D1 ag 2 and Vif-A3G inh 0%.
`CCn1c(SCC(=O)Nc2ccc(F)cc2)nc2ccccc2c1=O` gave RXFP1 ag 4.7%, D1 PAM 0, LDHA inh 0, Vif-A3F inh 0%, Glioma ERSR ind -2%, D2 PAM 9, D1 antag -2, D1 ag 1 and Vif-A3G inh 0%.
CCOC(=O)c1nnc(-c2ccccc2)nc1NCc1ccc(Cl)cc1 was read as RXFP1 ag 1.5%, D1 PAM -3, LDHA inh -4, Vif-A3F inh 8%, Glioma ERSR ind -6%, D2 PAM 15, D1 antag 9, D1 ag 5 and Vif-A3G inh -2%.
CSCCC(=O)N1CCC(CCC(=O)NC2CC2)CC1 was read as RXFP1 ag -0.8%, D1 PAM 4, LDHA inh 1, Vif-A3F inh 2%, Glioma ERSR ind -4%, D2 PAM 8, D1 antag -21, D1 ag 4 and Vif-A3G inh -2%.
CCCOc1ccc2c3c(c(=O)oc2c1OCCC)CCC3 was read as RXFP1 ag 0.9%, D1 PAM 5, LDHA inh 3, Vif-A3F inh -6%, Glioma ERSR ind 0%, D2 PAM 5, D1 antag 9, D1 ag 2 and Vif-A3G inh 1%.
CC(C)Oc1ccc(/C=N/NC(N)=S)cc1 was read as RXFP1 ag 0.5%, D1 PAM -4, LDHA inh -9, Vif-A3F inh -8%, Glioma ERSR ind 3%, D1 antag -8, D1 ag 2 and Vif-A3G inh -22%.
`COc1ccc(NC(=O)C2=C(C)C(=O)OC23CCC(C)CC3)cc1Cl` (centres undefined) gave RXFP1 ag 0.8%, D1 PAM -3, LDHA inh 2, Glioma ERSR ind -5%, D2 PAM 5, D1 antag -3, D1 ag 4 and Vif-A3G inh 2%.
`COc1ccc(-c2cc(=O)c3cc(C)ccc3[nH]2)cc1` gave RXFP1 ag 6.6%, D1 PAM -8, LDHA inh -9, Vif-A3F inh 1%, Glioma ERSR ind -8%&-3%, D2 PAM -9, D1 antag -13, D1 ag -1 and Vif-A3G inh -3%.
O=C(NCc1ccccc1)C(c1ccccc1)N(C(=O)c1csnn1)C1CC1 (centres undefined) was read as RXFP1 ag -0.5%, D1 PAM -1, LDHA inh -5, Vif-A3F inh -15%, Glioma ERSR ind 0%, D2 PAM -2, D1 antag -19, D1 ag 1 and Vif-A3G inh 1%.
`O=C(CC(=O)N/N=C\c1ccc([N+](=O)[O-])cc1)NCCc1ccccc1` gave RXFP1 ag 3.2%, D1 PAM 5, LDHA inh -5, Vif-A3F inh -30%, Glioma ERSR ind -4%, D2 PAM 2, D1 antag -3, D1 ag 2 and Vif-A3G inh -5%.
Screening CC(C)(C)OC(=O)C[C@@H]1C/C=C\C[C@@H](CC(=O)N(CCO)Cc2ccccc2)C(=O)NC[C@@H](c2ccccc2)OC1=O returned LDHA inh -4, Vif-A3F inh -6%, Glioma ERSR ind -6% and Vif-A3G inh 0%.
Screening O=C(CSc1ccc(F)cc1)Nc1ccccc1N1CCOCC1 returned RXFP1 ag -0.6%, D1 PAM 5, LDHA inh -4, Vif-A3F inh -5%, Glioma ERSR ind -3%, D2 PAM 13, D1 antag 3, D1 ag 5 and Vif-A3G inh -2%.
`O=C(N/N=C/c1ccoc1)c1cc(Br)ccc1O` gave RXFP1 ag -0.9%, D1 PAM 0, LDHA inh 0, Vif-A3F inh -10%, Glioma ERSR ind 1%, D2 PAM 5, D1 antag -8, D1 ag 6 and Vif-A3G inh 1%.
Screening CCOC(=O)c1cnn(-c2nc(-c3ccccc3)nc3c2COC(C)(C)C3)c1N returned RXFP1 ag 1.9%, D1 PAM 0, LDHA inh -4, Vif-A3F inh 1%, Glioma ERSR ind -1%, D2 PAM 4, D1 antag 7, D1 ag 6 and Vif-A3G inh 0%.
Screening Brc1cccc(CNCC2CCCO2)c1 (centres undefined) returned RXFP1 ag 1.2%, D1 PAM 0, LDHA inh -7, Vif-A3F inh -1%, Glioma ERSR ind -3%, D2 PAM -9, D1 antag 8, D1 ag 0 and Vif-A3G inh 5%.
For CCn1c(=O)c2sccc2n2c(CCCC(=O)N3CCN(c4cccc(Cl)c4)CC3)nnc12 the results were RXFP1 ag -3.1%, D1 PAM -4, LDHA inh -2, Vif-A3F inh 7%, Glioma ERSR ind 0%, D2 PAM 16, D1 antag 5, D1 ag -1 and Vif-A3G inh -2%.
COc1ccc(S(=O)(=O)N(CC(=O)Nc2cccnc2)c2ccccc2OC)cc1 was read as RXFP1 ag -3.8%, D1 PAM -3, LDHA inh -4, Vif-A3F inh 2%, Glioma ERSR ind -5%, D2 PAM 20, D1 ag 7 and Vif-A3G inh -6%.
CCOc1ccccc1NC(=O)NC1(C(=O)N2CCOCC2)CCCCC1 was read as RXFP1 ag 2.0%, D1 PAM -2, LDHA inh -1, Glioma ERSR ind -4%, D2 PAM 0, D1 antag 4, D1 ag 0 and Vif-A3G inh -1%.
`Cc1cc(C)n(-c2ccc(C(=O)Nc3ccccn3)cc2)n1` gave RXFP1 ag 1.8%, D1 PAM -4, LDHA inh 1, Vif-A3F inh -6%, Glioma ERSR ind -7%, D2 PAM 14, D1 antag 7, D1 ag 3 and Vif-A3G inh 2%.

Brought forward from above: two compounds, followed by the next part.
CCOc1ccccc1NC(=O)NC1(C(=O)N2CCOCC2)CCCCC1 was read as RXFP1 ag 2.0%, D1 PAM -2, LDHA inh -1, Glioma ERSR ind -4%, D2 PAM 0, D1 antag 4, D1 ag 0 and Vif-A3G inh -1%.
`Cc1cc(C)n(-c2ccc(C(=O)Nc3ccccn3)cc2)n1` gave RXFP1 ag 1.8%, D1 PAM -4, LDHA inh 1, Vif-A3F inh -6%, Glioma ERSR ind -7%, D2 PAM 14, D1 antag 7, D1 ag 3 and Vif-A3G inh 2%.
`O=C(c1ccc2c(c1)OCO2)N(c1ccc(Cl)cc1)C1C=CS(=O)(=O)C1` (centres undefined) gave RXFP1 ag 1.2%, D1 PAM 1, LDHA inh 0, Vif-A3F inh -7%, Glioma ERSR ind 3%, D2 PAM -5, D1 antag 5, D1 ag 5 and Vif-A3G inh -2%.
For O=C(Nc1ccc2oc(=O)ccc2c1)c1ccc(-c2ccccc2[N+](=O)[O-])o1 the results were RXFP1 ag 6.2%, D1 PAM -13, LDHA inh 3, Vif-A3F inh 5%, Glioma ERSR ind -10%, D2 PAM -31, D1 antag -11, D1 ag 5 and Vif-A3G inh 2%.
Screening COc1ccc(-n2c(=O)/c(=C\c3cccs3)s/c2=C(/C#N)C(=O)NCCN2CCOCC2)cc1 returned RXFP1 ag 3.0%, D1 PAM -2, LDHA inh -1, Vif-A3F inh inconclusive, Glioma ERSR ind -5%, D2 PAM -5, D1 antag 17, D1 ag 1 and Vif-A3G inh -7%.
Screening Cn1c2ccccc2c2nnc(SCN3C(=O)c4ccccc4C3=O)nc21 returned RXFP1 ag 1.0%, D1 PAM 11, D1 antag 12 and D1 ag 3.
Screening COc1ccc(OC)c(C(=O)Cn2nnc3ccccc3c2=O)c1 returned RXFP1 ag 2.3%, D1 PAM -5, LDHA inh -8, Vif-A3F inh 2%, Glioma ERSR ind -4%, D2 PAM -1, D1 antag 1, D1 ag -1 and Vif-A3G inh -1%.
CC1Cc2ccccc2N1C(=O)c1ccc(N2CCCCC2)c([N+](=O)[O-])c1 (centres undefined) was read as RXFP1 ag 0.7%, D1 PAM -4, LDHA inh 1, Vif-A3F inh -5%, Glioma ERSR ind -1%, D2 PAM 5, D1 antag 7, D1 ag -1 and Vif-A3G inh -2%.
Screening CCOc1ccc(C2=CC(c3cc(Br)ccc3F)n3ncnc3N2)cc1Cl (centres undefined) returned RXFP1 ag -1.0%, D1 PAM -8, LDHA inh -2, Vif-A3F inh -7%, Glioma ERSR ind -1%, D2 PAM -9, D1 antag -86*, D1 ag 9 and Vif-A3G inh -10%.
For CC1(C)OC(C(=O)NC2CCCCC2)C(C(=O)NC2CCCCC2)O1 (centres undefined) the results were RXFP1 ag 0.7%, D1 PAM -3, LDHA inh -11, Vif-A3F inh -4%, Glioma ERSR ind -2%, D2 PAM 6, D1 antag -9, D1 ag -1 and Vif-A3G inh -1%.
For Cc1cccn2c(=O)c(C(=O)N3CCN(c4ccc(Cl)cc4)CC3)cnc12 the results were RXFP1 ag 2.6%, D1 PAM 3, LDHA inh -5, Vif-A3F inh -3%, Glioma ERSR ind -3%, D2 PAM -10, D1 antag -4, D1 ag -1 and Vif-A3G inh 0%.
`Cc1nc(NCCc2ccc(F)cc2)c2nnn(Cc3ccccc3)c2n1` gave RXFP1 ag 1.1%, D1 PAM 6, LDHA inh -1, Vif-A3F inh -9%, Glioma ERSR ind -2%, D2 PAM 11, D1 antag 11, D1 ag 4 and Vif-A3G inh -10%.
O=C(CCCc1ccccc1)N1CCN(C2CCCCC2)CC1 was read as RXFP1 ag -1.4%, D1 PAM 8, LDHA inh -8, Vif-A3F inh -2%, Glioma ERSR ind 1%, D2 PAM -1, D1 antag 10, D1 ag 2 and Vif-A3G inh 1%.
`COc1ccc(CCN=C(N)NS(=O)(=O)c2cccs2)cc1` gave RXFP1 ag -0.8%, D1 PAM -7, LDHA inh -6, Vif-A3F inh -2%, Glioma ERSR ind 1%, D2 PAM 11, D1 antag -22, D1 ag 5 and Vif-A3G inh -2%.
CC(C)N(C(=O)N1CCC(c2nc(-c3ccncc3)no2)CC1)C(C)C was read as RXFP1 ag -0.2%, D1 PAM -5, LDHA inh -1, Vif-A3F inh 2%, Glioma ERSR ind -3%, D2 PAM 12, D1 antag -11, D1 ag 8 and Vif-A3G inh 2%.

Only part of the results is shown, so the mix of outcomes need not match the whole.
